14-3-3 PPI: 14-3-3 gamma protein interaction modulation | AID 422 | inhibition, % at 40 µM | P61981 | 0.19% of 160,000 active | FP, 14-3-3gamma / TMR-pS259-Raf peptide binding; in the data active = inhibition above about 30%;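 also: 0% = protein plus tracer without compound and 100% = blank with tracer alone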
Target sequence (P61981 whole entry, looked up): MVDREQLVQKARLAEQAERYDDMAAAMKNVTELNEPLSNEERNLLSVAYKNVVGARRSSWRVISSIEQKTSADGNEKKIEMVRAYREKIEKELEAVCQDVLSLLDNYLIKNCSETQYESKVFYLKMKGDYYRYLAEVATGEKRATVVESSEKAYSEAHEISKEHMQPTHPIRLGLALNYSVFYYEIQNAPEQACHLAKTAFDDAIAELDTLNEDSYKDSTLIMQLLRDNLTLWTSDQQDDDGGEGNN
* = called active by the depositor; & = joins results of further samples. Not all compounds are listed; the hit share may differ from the screen's.

SMILES | 14-3-3 PPI
Cc1ccc(NC(=O)c2scc3c2CCCC3)cc1 | 0
CCCCN(CC)CCNC(=O)c1cc2c(=O)[nH]c3ccccc3c2n1C | -7
Cc1ccc2c(c1)N(CC(=O)N(Cc1ccc3c(c1)OCO3)CC1CCCO1)C(=O)C(C)O2 (stereo unspecified) | -1
CCCC(=O)c1cc2cc(Cl)ccc2oc1=O | -1&-4
COc1ccc(CNC(=O)CSc2nc3nc(C)cc(C)n3n2)cc1 | -2
Cc1ccc(CNC(=O)c2ccc3c(c2)N(Cc2ccccc2F)C(=O)CS3)cc1 | -1
CN1CCC(NC(=O)c2cccs2)CC1 | 2
O=C(c1ccccc1O)N1N=C(C(F)(F)F)CC1(O)c1ccc(F)cc1 (stereo unspecified) | 1
CCc1ccc(NS(=O)(=O)c2ccc3[nH]cc(C(=O)NCc4ccccc4OC)c(=O)c3c2)cc1 | 0
COc1ccc(-c2nc3ccccc3o2)cc1NC(=O)COc1cc(C)ccc1C(C)C | -131
O=C1Nc2c(Br)cc(Br)cc2C1(O)N1CCOCC1 (stereo unspecified) | -1
CNC(=O)C1=C(C)NC(=S)NC1c1ccc(F)cc1 (stereo unspecified) | -3
CN1CCN(c2cc(Nc3ccc4c(c3)OCO4)c3c4c(onc24)-c2ccccc2C3=O)CC1 | -176
CC1Cc2nc(SCC(=O)NCC3CCCO3)n(Cc3ccccc3)c(=O)c2S1 (stereo unspecified) | -9&-1
Cc1ccccc1CN1CCN(CC(=O)NCCC2=CCCCC2)C1=O | -5
Cc1ccc(CNC(=O)CCNS(=O)(=O)c2ccc(Br)cc2)cc1 | 2
CCCC(=O)N(c1ccc2oc(C)c(C(=O)OC)c2c1)S(=O)(=O)c1cc([N+](=O)[O-])ccc1C | -23
Cc1nc(SCC(=O)N2CCC(C(N)=O)CC2)n[nH]1 | -8
O=C(CSc1nc2ccccc2s1)Nc1ncccn1 | -14
CCOc1ccccc1NC1c2ccccc2C(=O)N1c1ccc(C)cn1 (stereo unspecified) | -2
Clc1ccc(C2=CC(c3cccs3)n3ncnc3N2)cc1 (stereo unspecified) | -46
COc1cc(C(=O)N2CCC(NC(=O)C(Cc3ccc(C)cc3)NC(C)=O)CC2)cc(OC)c1OC (stereo unspecified) | -6
O=C(Nc1ccc(F)cc1)C1CCN(S(=O)(=O)c2cccc3nonc23)CC1 | -21
O=C(O)CCN1C(=O)C(=O)/C(=C(/O)c2ccccc2)C1c1cccc(F)c1 (stereo unspecified) | -6
CN(c1cccc(NS(=O)(=O)c2cccs2)c1)S(C)(=O)=O | 3
CC(C)NC(=O)C1CCN(Cc2cnn(-c3ccccc3)c2-n2cccc2)CC1 | 2
CC(C)Oc1ccccc1NC(=O)CSc1nc2ccccc2n1C | -4
COC(=O)c1cc(=O)nc2sc(-c3ccc(F)cc3)nn12 | -4
Cc1ccc(N2CC(C(=O)Nc3ccccc3C(C)(C)C)CC2=O)cc1Cl (stereo unspecified) | 0
COc1cc(C2NC(=O)NC(C)=C2C(=O)OCc2ccc(C)cc2)cc(OC)c1O (stereo unspecified) | -2
COc1ccc(OC)c(NC(=O)CSc2nnc(Cc3cccn3C)n2CCc2ccccc2)c1 | 2
CC12C=CC3(CN(Cc4ccccc4)C(=O)C3C1C(=O)NC1CC1)O2 (stereo unspecified) | -3
Cc1[nH]c(=S)[nH]c(=O)c1Cc1ccccc1 | -6&-3
CC(C)COC(=O)Oc1ccc2oc(=S)sc2c1 | 5
O=S(=O)(c1ccc(Cl)cc1)c1nc(-c2ccco2)oc1SCc1ccccc1Cl | -45
Cn1c(=O)c2c(nc(N3CCCCC3)n2Cc2ccc(F)cc2)n(C)c1=O | 5
CCCCCC(=O)Nc1ncc2c(n1)CC(c1cccc(Cl)c1)CC2=O (stereo unspecified) | 2
O=C(Nc1cc(-c2nc3ccccc3s2)ccc1Cl)c1cccnc1 | -56
CC1(C)CC(=O)C=C(Nc2cccc(O)c2)C1 | 1&1
COc1ccc(Cl)cc1NC(=O)C1c2ccccc2Oc2ccccc21 | -3
CC(C)COC(=O)CCn1[nH]c(=O)c2ccccc2c1=O | -2
CCN(CC)c1ccc(C(=O)Nc2nc3ccc4nc(C)sc4c3s2)cc1 | -27
Cc1c(C(=O)Nc2ccc3c(c2)OCO3)sc2ncnc(N3CCc4ccccc4C3)c12 | -3
O=C(C1CC1)N1CCc2cc(S(=O)(=O)NCc3ccc(F)cc3)ccc21 | 0
Nn1cc(-c2ccccc2)nc1SCC(=O)NCCN1C(=O)CSC1=O | -12
COc1cccc(Nc2c(F)c(OC)c(F)c(F)c2C(=O)O)c1 | -3
Cc1cc(C)nc(NC2=NCC(=O)N2c2ccccc2Cl)n1 | -45
CCOc1ccccc1NC(=O)c1c(NC(=O)C(C)(C)C)sc2c1CCC2 | -9
NC(=O)CSC1=NN2CCCC(=O)N=C2S1 | -24
CCOc1ccccc1C(=O)NCCn1c(C)cc2ccccc21 | -6
COc1cccc(NC(=O)CNC(=O)Cn2c(C)cc3ccccc3c2=O)c1 | 5
CCc1c(C)c(C#N)c2nc3ccccc3n2c1N1CCN(CCO)CC1 | -12
COc1ccc(CCNc2cc(=O)[nH]c(N)n2)cc1 | -6
CC(C)c1cc(C(F)(F)F)n2nc(C(=O)Nc3ccc4c(c3)OCO4)cc2n1 | 2
C=CCNC(=O)c1ccccc1NC(=O)Nc1ccccc1 | 7
COc1ccc(Br)cc1-c1noc(-c2ccccc2)n1 | 1
CCCCC1CCC(C(=O)N2CC(=O)Nc3ccc(F)cc3C2c2ccc(F)cc2)CC1 (stereo unspecified) | -18
CCN(CC)C(=O)c1ccc(C)c(Br)c1 | 4
O=C(NCc1ccc2c(c1)OCO2)C1CCN(S(=O)(=O)N2CCCCC2)CC1 | 3
CSCCC(NC(=O)C1CCCCC1)C(=O)Nc1ccc(Br)c(C)c1 (stereo unspecified) | -5
New compounds follow:
SMILES | 14-3-3 PPI
COc1ccccc1Cn1c(=S)[nH]c2cc(C(=O)N3CCN(c4ccc(F)cc4)CC3)ccc2c1=O | -214
O=C(COC(=O)CCC(=O)c1cccs1)Nc1ccc(S(=O)(=O)N2CCOCC2)cc1 | -5
O=C(Cn1c(=O)n(Cc2cccs2)c(=O)c2ccc(Cl)cc21)NCC1CCCO1 (stereo unspecified) | 3
COc1cc2c(cc1OC)C(c1ccc(Cl)cc1)OC1=C2C(=O)c2ccccc21 (stereo unspecified) | 0
Cc1ccccc1Oc1ccc(S(=O)(=O)NC(CC(C)C)C(=O)O)cc1 (stereo unspecified) | -9
O=C(CSc1nc(-c2ccco2)cc(C(F)(F)F)n1)NCc1ccncc1 | -13
CCN(CC)c1c([N+](=O)[O-])ccc2nonc12 | -10
COc1ccc(-n2nc3cc(C)c(NC(=O)c4ccc5ccccc5c4)cc3n2)cc1 | 2
CCCOC(=O)c1ccc(NC(=O)c2ccoc2C)cc1 | -21
O=C(c1ccco1)N1CCN(C/C=C/c2ccccc2)CC1 | -5
COc1cccc(-n2nnc3c(=O)n(Cc4cccc(C)c4)cnc32)c1 | -3
CC(=O)Nc1scc(-c2ccccc2)c1C(=O)N1CCOCC1 | 5
Clc1cccc2c1nc(-c1ccccc1)n1nnnc21 | 7
O=C(OCCN1C(=O)c2cccc3c(N4CCOCC4)ccc(c23)C1=O)c1ccc(S(=O)(=O)N2CCCCC2)cc1 | -8
O=C(CSc1n[nH]c(-c2cccs2)n1)NCc1cccs1 | -2
Cc1nn(C(C)(C)C)c(OC(=O)c2ccccc2F)c1Sc1ccccc1[N+](=O)[O-] | -2
Cc1ccc(-c2nc3ccccc3[nH]2)cc1NC(=O)c1oc(=O)c2ccccc2c1-c1ccccc1 | -11
O=C1Nc2cc(Cl)ccc2C1(N1CCNCC1)C(F)(F)F (stereo unspecified) | -3
Cn1nnnc1SCCNCc1cccnc1 | 6
O=C(Nc1ccc(-n2nncc2-c2ccccc2)cc1)c1ccco1 | -6
O=C(C(Sc1ccccc1)c1ccccc1)n1cnc2ccccc21 (stereo unspecified) | 1
O=C(Cn1cc2c(n1)CCCCC2)Nc1ccc(F)cc1F | 0
CS(=O)(=O)NC1c2cccc3cccc(c23)C1Sc1nncn1/N=C/c1ccco1 (stereo unspecified) | -5
Cc1ccc(NC(=O)CS(=O)CC(=O)NC2CCN(Cc3ccccc3)CC2)c(C)c1 (stereo unspecified) | 2
CCc1ccc(C2C(C(=O)OC)=C(N)OC3=C2C(=O)CC(C)(C)C3)cc1 (stereo unspecified) | 1
CCOC(=O)C1=C(C)NC2=C(C(=O)CC(C)(C)C2)C1c1cc2c(cc1[N+](=O)[O-])OCO2 (stereo unspecified) | -6
Cc1ccc(C)c(N=c2oc3ccc(Cl)cc3cc2C(=O)Nc2nccs2)c1 | 5
COc1cc(OC)c(C2CC(c3ccc(Cl)cc3)Nc3nnnn32)cc1OC (stereo unspecified) | 0
Cc1ccc(C(=O)Nc2cccc(F)c2)cc1S(=O)(=O)N1CCOCC1 | 2
N=c1oc2c3c4c(cc2cc1C(=O)Nc1ccccc1)CCCN4CCC3 | -44
CC1(C)Cc2c(c(-c3ccccc3Cl)[nH]c(=O)c2C#N)CO1 | -3
COc1ccc2oc(-c3ccccc3)c(C(N)=O)c2c1 | -1
Cc1occc1C(=O)Nc1cc(C(C)(C)C)on1 | 9
CC(C)(C)c1cc(C(F)(F)F)n2nc(-c3ccccc3)cc2n1 | 3
O=C(CCS(=O)(=O)c1cccc2nsnc12)NC1CCCCC1 | -3
Cc1ccccc1C(=O)Nc1ccc(Oc2ccc(NC(=O)c3ccccc3C)cc2)cc1 | 2
COc1cccc(C(=O)Nc2ccc(-c3nc4ccc(C)cc4s3)cc2)c1 | 3
CCCOc1ccc(-c2nnn(CC(=O)OCC)n2)cc1 | -1
COc1nc(-c2ccccc2)cc(C(F)(F)F)n1 | -1
C=CCc1c(C)nc(SCC(=O)Nc2ccc(Br)cc2)[nH]c1=O | -1
CCOC(=O)c1cnc2c(ccc3ccccc32)c1NCCOC(=O)c1ccncc1 | -15
O=C(Nc1ccc(S(=O)(=O)N2CCc3ccccc32)cc1)c1ccc2c(c1)OCO2 | -6
COc1ccc(CN2C(=S)N(c3ccc(F)cc3)C(=O)C2CC(=O)Nc2ccccc2)cc1 (stereo unspecified) | 1
Cc1nn(C(C)(C)C)c(OC(=O)CCc2ccccc2)c1S(=O)(=O)c1ccccc1 | -3
CCOC(=O)c1[nH]c(C)c(C(=O)NC2CCCC2)c1C | -10
CCOC(=O)c1c(NC(=O)COc2ccc(C)cc2Br)sc(C(C)=O)c1C | -16
Cn1c(-c2ccc3c(c2)OCO3)cnc1NCc1ccc(Cl)cc1 | 3
CCCC(=O)Nc1ccc(S(=O)(=O)Nc2cc(C)nc(C)n2)cc1 | -11
Cc1csc(=Nc2ccccc2)n1CC(=O)c1ccccc1 | -3
CC1(C)Cc2c(C#N)c(OCC(=O)c3ccc(Cl)cc3)nc(-c3ccco3)c2CO1 | -3
Cc1ccc(S(=O)(=O)N2CCC(C(=O)Nc3ccc4c(c3)OCO4)CC2)cc1 | 0
Cc1c(C)n(C(=O)CSc2nc3ccccc3s2)c2ccccc12 | -22
O=c1ccc2ccc(OCc3nnc(-c4ccccc4Br)o3)cc2o1 | -12
O=C(CCN1C(=O)c2cccc([N+](=O)[O-])c2C1=O)Nc1ccc(Cl)cc1 | 4
COc1ccc(NS(=O)(=O)c2cccc(S(=O)(=O)c3ccc(Cl)cc3)c2)cc1 | -2
Cc1ccc2nc(C)cc(Nc3cccc(C(F)(F)F)c3)c2c1 | -124
O=C(O)c1ccc(NC(=O)c2ccc(Cl)c([N+](=O)[O-])c2)cc1 | -11
CCOC(=O)c1sc(NC(=O)C(CC)Sc2nnc3c4ccccc4n(CC)c3n2)nc1C (stereo unspecified) | -9
COc1ccc(OC)c(NC(=O)C(NS(=O)(=O)c2cccs2)C(C)C)c1 (stereo unspecified) | -6
O=C(CSc1nnc(-c2ccco2)o1)N1CCCc2ccccc21 | 3
(further entries)
SMILES | 14-3-3 PPI
O=C(CCC1N=C2c3ccccc3N=C(SCc3cc(F)cc4c3OCOC4)N2C1=O)NCc1ccco1 (stereo unspecified) | -8
CCn1cc(C(=O)NC2CCC(C)CC2)c(=O)c2cc(S(=O)(=O)N3CCCC3)ccc21 (stereo unspecified) | 3
N#Cc1cccc(NC(=O)CC2CCCCC2)c1 | -3
Cc1ccc(Cl)cc1N1CCN(C(=O)C2CCN(S(=O)(=O)c3cccnc3)CC2)CC1 | 2
CSc1ccc(C=Cc2nc3ccccc3[nH]2)cc1 | -3

In the list so far, these have an NH in an aromatic ring.
SMILES | 14-3-3 PPI
CCCCN(CC)CCNC(=O)c1cc2c(=O)[nH]c3ccccc3c2n1C | -7
CCc1ccc(NS(=O)(=O)c2ccc3[nH]cc(C(=O)NCc4ccccc4OC)c(=O)c3c2)cc1 | 0
Cc1nc(SCC(=O)N2CCC(C(N)=O)CC2)n[nH]1 | -8
Cc1[nH]c(=S)[nH]c(=O)c1Cc1ccccc1 | -6&-3
CC(C)COC(=O)CCn1[nH]c(=O)c2ccccc2c1=O | -2
COc1ccc(CCNc2cc(=O)[nH]c(N)n2)cc1 | -6
COc1ccccc1Cn1c(=S)[nH]c2cc(C(=O)N3CCN(c4ccc(F)cc4)CC3)ccc2c1=O | -214
O=C(CSc1n[nH]c(-c2cccs2)n1)NCc1cccs1 | -2
Cc1ccc(-c2nc3ccccc3[nH]2)cc1NC(=O)c1oc(=O)c2ccccc2c1-c1ccccc1 | -11
CC1(C)Cc2c(c(-c3ccccc3Cl)[nH]c(=O)c2C#N)CO1 | -3
C=CCc1c(C)nc(SCC(=O)Nc2ccc(Br)cc2)[nH]c1=O | -1
CCOC(=O)c1[nH]c(C)c(C(=O)NC2CCCC2)c1C | -10
CSc1ccc(C=Cc2nc3ccccc3[nH]2)cc1 | -3

High-throughput results as filed in PubChem.
